Mm-Cpn inhibitor = M. maripaludis TRiC chaperonin inhibition; purified Mm-Cpn ATPase, ADP Transcreener TR-FRET; Potency, µM (titrated, usually from 76.9 µM), for the others: at the highest dose activity, negative = inhibition, actives largely listed as inhibitors; 330,000 tested, 0.031% active; AID 504842; note: potency is the fitted concentration of half-maximal effect; % is set by controls: 0 for no effect and ±100 for the full control effect; nearly all actives have a fitted effect of over 80% in size
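25 nM Mm-CPN + cpd, 10 min 37°C; + 10 uM ATP, 30 min 37°C; buffer 30 mM Tris pH 7.4, 100 mM KCl, 5 mM MgCl2, 1 mM DTT; Transcreener ADP HTRF detection 30 min RT.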
Nrf2 ARE act = activators of Nrf2 (ARE) signaling; AREc32 ARE-luciferase reporter (MCF7-derived line), luminescence, 24 h; Potency, µM (highest dose often 46.1 µM), for inactives: at the top dose activation, usual class: activators; 410,000 tested, 0.31% active; AID 624171; note: potency is the fitted concentration of half-maximal effect; % of control where 0% means no effect; nearly all actives have a fitted effect of over 65% in size
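AREc32 cells carrying an ARE-driven firefly luciferase reporter were seeded at 1000 cells/well in OPTI-MEM with 5% FBS, then exposed to compound for 24 hr at 37 deg C. Luminescence was read with Steady-Glo after 30 min at RT.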
CCT chaperon mod = modulators of cytosolic chaperonin (CCT/TRiC) activity | activity change, % (no concentration beside the values), hits read low | 360,000 tested, 0.3% active | purified chaperonin ATPase assay, HTRF ADP detection, 30 min; in the data active = activity change below about -30%; note: % is set by controls: 0 for no effect and ±100 for the full control effect
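Enzyme 40 or 20 nM (batch-dependent) in Tris pH 7.4/KCl/MgCl2/DTT; cpd 76 uM single point; ATP 10 uM; 30 min 37 °C; Transcreener ADP HTRF detection, 30 min RT; ratio 665/615.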
TGFb inhibitor = inhibitors of TGF-b signaling; HepG2 CAGA-GFP TGF-b/SMAD3 reporter, GFP fluorescence, 18 h; TGF-beta stimulated, 500 pg/mL final; Potency, µM (doses to about 46.1 µM), for inactives: at the highest dose activity, negative = inhibition, hits mostly inhibitors; 410,000 tested, 1.2% active; AID 588855; note: potency is the fitted concentration of half-maximal effect; % is set by controls: 0 for no effect and ±100 for the full control effect; nearly all actives have a fitted effect of over 65% in size
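HEPG2 CAGA-GFP reporter cells (1000/well, DMEM with 1% FBS) received compounds, then recombinant TGF-beta at 500 pg/mL final for 18 hours at 37 degrees C. Per-cell GFP summed per well was normalised to unstimulated and stimulated DMSO controls before curve fitting.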
pAkt inh = blocks phosphorylation of Akt. 360,000 tested, 0.32% active. Neuro2A IGF-stimulated pAkt S473 HTRF, 20 min; hits give low values. activity change, % for hits at 50 µM; in the data active = activity change below about -80%; inconclusive = mostly about -51% to -80%; note: % is set by controls: 0 for no effect and ±100 for the full control effect
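Neuro2A cells in DMEM with 0.5% FBS, overnight at 37 deg C, given compound at single 50 µM final, then IGF (6 nM final) for 20 min at 37 deg C. Lysed; phospho-Akt Ser473 by HTRF after 24 h, 665/615 ratio.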
Nrf2 inh = Nrf2 pathway inhibition; Potency, µM (highest dose often 46 µM), for inactives: at the highest dose activity change, negative = inhibition, hits mostly inhibitors; AID 504444; A549 ARE-Fluc reporter, luciferase luminescence, 18-24 h; 360,000 tested, 2.1% active; note: potency is the fitted concentration of half-maximal effect; % is set by controls: 0 for no effect and ±100 for the full control effect; nearly all actives have a fitted effect of over 60% in size
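Concentration-response testing used A549 ARE_Fluc cells at 5000 cells/well. Following an 18-24 h compound incubation, viability was read by fluorescence (Ex 405/Em 525) and luciferase output by luminescence.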
A549 tox = counter-screen for Nrf2 inhibitors: cytotoxicity in A549 cells. A549 ARE-Fluc cells, CellTiter-Fluor viability, 18-24 h. Potency, µM (titrated, usually from 46 µM), for the others: at the highest dose activity change, negative = cytotoxicity, most hits filed as inhibitors. 390,000 tested, 0.16% active. AID 504648; note: potency is the fitted concentration of half-maximal effect; % is set by controls: 0 for no effect and ±100 for the full control effect
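A549 ARE_Fluc cells in 5% FBS OPTI-MEM were exposed to compounds in concentration-response for 18-24 h at 37 deg C. Viability was read by CellTiter-Fluor fluorescence (Ex 405/Em 525) after 30 min, before the luciferase read.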
S2 tox = viability counter-screen for ATXN expression inhibitors; S2 cells (HEK-293 line with an ATXN2-luciferase reporter) viability, CellTiter-Fluor protease fluorescence, 24 h; Potency, µM (top dose mostly 56.7 µM), actives largely listed as cytotoxic; 400,000 tested, 0.49% active; note: potency is the fitted concentration of half-maximal effect; nearly all actives have a fitted effect of over 40% in size
HepG2 tox = HepG2 cytotoxicity, counter-screen for TGF-b inhibitors; Potency, µM (titrated, usually from 46.1 µM), without a hit: top-dose activity change, negative = cytotoxicity, most hits filed as cytotoxic; 410,000 tested, 0.76% active; HepG2 CAGA-GFP viability, ATP luminescence, 18 h; AID 588856; note: potency is the fitted concentration of half-maximal effect; some results filed as inactive show a strong effect at the top dose
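CellTiter-Glo luminescence gave cytotoxicity after 18 hours at 37 degrees C. The cells were HepG2 CAGA-GFP in 1% FBS DMEM, stimulated with 500 pg/mL TGF-beta after compound addition. %Activity was normalised to no-cell wells (complete cell-killing) and DMSO (no toxicity), and curves were fitted and classified.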
* hit, by the source's call; i = inactive; u = inconclusive; x = not tested or not shown; & = joins results of further samples. Unless noted, calls come from the whole dose curve; as a rule, active = well fitted curve in the direction sought with a large enough effect; inconclusive = small, poorly fitted or top-dose-only effect, or another doubt; inactive = no such curve, though single readings can be large; an effect the other way counts as inactive or inconclusive.

SMILES	Mm-Cpn inhibitor	Nrf2 ARE act	CCT chaperon mod	TGFb inhibitor	pAkt inh	Nrf2 inh	A549 tox	S2 tox	HepG2 tox
Cc1nc(SCC(=O)Nc2ccc3c(c2)OCCO3)c2oc3ccccc3c2n1	1%	0.1%	-2.6	-4%	x	x	-20%	i	-6%
COc1ccc(/C=C(/NC(=O)c2cccs2)C(=O)NCc2ccco2)cc1OC	9%	0.7%	-17	-3%	i	14%	0%	i	-29%
COc1ccc(Cc2nc3ccc(C(=O)N(C)Cc4nccn4C)cc3o2)cc1	x	-0.1%	0.4	14%	i	x	x	i	1%
CC(=O)c1cccc(NC(=O)C2(C)Cc3c(-c4cccc(C(N)=O)c4)ccnc3O2)c1 (centres undefined)	x	9.0%	-3.6	-2%	i	x	x	u	-5%
O=C(NC1CCCCC1)N1CCN(Cc2ccco2)CC1	0%	0.5%	-0.2	-6%	i	2%	3%	i	-20%
Cc1ccc2c(c1)C1CN(C)CCC1N2C(=S)NC(=O)c1ccc(Cl)cc1Cl (centres undefined)	-3%	u	-4.2	-25%	i	-1%	15%	i	-39%
O=S(=O)(/N=C(\c1ccccc1F)N1CCCCC1)c1ccccc1	u	0.3%	1.3	5%	i	-3%	-3%	u	-5%
C=C(C)COc1ccc(-c2ncncc2Oc2ccc(OC)cc2)c(O)c1	3%	4.6%	-0.5	u	i	x	3%	i	-15%
COc1ccccc1C(=O)NNC(=O)c1ccccc1	1%	9.0%	-0.5	0%	i	u	10%	i	-32%
CCOc1ccc(CCNC(=O)CCc2cn(Cc3ccc(C)cc3)c3ccccc23)cc1	x	0.0%	x	u	x	u	7%	x	-42%
CN1CCN2c3ncccc3Cc3ccccc3C2C1 (centres undefined)	x	0.0%	-1.5	7%	i	5%	0%	i	11%
COc1ccccc1CN=C1NC(=O)C(CC(=O)Nc2ccc(OC)c(OC)c2)S1 (centres undefined)	-1%	0.4%	1.2	8%	i	12%	3%	i	5%
CCC(=O)N1CCc2cc(CNC(=O)Nc3cc(OC)c(OC)c(OC)c3)ccc21	x	4.3%	x	33%	x	x	8%	i	6%
COc1cc(CNCCCN2CCOCC2)cc(Br)c1OCc1ccc(Cl)cc1	3%	-2.9%	1.3	u	i	-4%	-26%	x	-117%
O=C1CCC(N2C(=O)c3ccccc3C2=O)C(=O)N1 (centres undefined)	-1%	-0.7%	1.4	18%	i	4%	-2%	i	2%
COc1cccc(CN2CCN(Cc3cccc(Br)c3)CC2)c1OC	0%	-1.2%	-0.6	3%	i	1%	1%	i	26%
Cc1cc(C(=O)NNC(=O)c2cccc(S(=O)(=O)N3CCOCC3)c2)c2ccccc2n1	1%	-0.5%	0.7	21%	i	3%	3%	i	0%
Cn1cnc([N+](=O)[O-])c1Sc1ccncn1	x	6.3%	0.0	u	i	x	x	i	-21%
O=C(CCl)Nc1ccc2c(c1)OCO2	-10%	14µM*	-0.7	-15%	i	-1%	-3%	x	-52%
CC1(C)SCC(C(=O)O)N1C=O (centres undefined)	1%	-0.4%	-1.0	12%	i	x	-2%	i	4%
Cc1[nH]c(=O)[nH]c(=O)c1Cc1cccc2ccccc12	0%	0.2%	-37*	0%	i	-20%	1%	i	4%
COc1ccc(Oc2coc3cc(OC(=O)/C=C/c4ccccc4)ccc3c2=O)cc1	1%	-0.7%	-1.5	2%	i	u	0%	i	-39%
CCOC(=O)CNS(=O)(=O)c1cc(-c2nnc(Nc3cccc(O)c3)c3ccccc23)ccc1C	x	0.1%	x	0%	x	10%	-5%	x	11µM*
CCOc1ccc2[nH]c3nc(SCC(=O)OC(C)C)nnc3c2c1	-1%	-1.6%	-2.1	7%	i	-3%	-2%	i	8%
Cc1ccc(-c2cc3ncc(C(=O)c4cc([N+](=O)[O-])ccc4O)cn3n2)cc1	x	3.4%	x	u	x	4%	-1%	i	-8%

Entries of single compounds, quoted from the list. Order of values: Mm-Cpn inhibitor, Nrf2 ARE act, CCT chaperon mod, TGFb inhibitor, pAkt inh, Nrf2 inh, A549 tox, S2 tox, HepG2 tox
`O=C(NC1CCCCC1)N1CCN(Cc2ccco2)CC1` in the list: 0%, 0.5%, -0.2, -6%, i, 2%, 3%, i, -20%
`COc1ccc(Cc2nc3ccc(C(=O)N(C)Cc4nccn4C)cc3o2)cc1` in the list: x, -0.1%, 0.4, 14%, i, x, x, i, 1%
`C=C(C)COc1ccc(-c2ncncc2Oc2ccc(OC)cc2)c(O)c1` in the list: 3%, 4.6%, -0.5, u, i, x, 3%, i, -15%
`Cc1ccc2c(c1)C1CN(C)CCC1N2C(=S)NC(=O)c1ccc(Cl)cc1Cl` (centres undefined) in the list: -3%, u, -4.2, -25%, i, -1%, 15%, i, -39%
`Cn1cnc([N+](=O)[O-])c1Sc1ccncn1` in the list: x, 6.3%, 0.0, u, i, x, x, i, -21%

Continued:
SMILES	Mm-Cpn inhibitor	Nrf2 ARE act	CCT chaperon mod	TGFb inhibitor	pAkt inh	Nrf2 inh	A549 tox	S2 tox	HepG2 tox
CC(=O)NCC(=O)NC1(C(=O)NC2CCCC2)CCCCC1	1%	-0.2%	0.7	-4%	i	-5%	-7%	i	-49%
Cc1ccc(N2C(N)=C(C#N)C(c3cccs3)C3=C2CC(C)(C)CC3=O)cc1 (centres undefined)	1%	2.4%	-4.6	u	i	-12%	0%	u	-20%
COCC(C)NC(C(=O)Nc1ccc(C)c(Cl)c1)c1ccccc1 (centres undefined)	-1%	-0.9%	-2.9	16%	i	-29%	-7%	i	-13%
O=C(C1CC1)N1CCCN(C(=O)C2CC2)CC1	0%	-0.4%	-0.8	20%	i	-15%	-8%	i	2%
CC(=O)Nc1nnc(S(=O)(=O)N2CCN(c3ccc([N+](=O)[O-])cc3Cl)CC2)s1	-3%	0.8%	-1.6	u	i	-1%	0%	i	-1%
COc1cc(CN(C(=O)c2ccccc2)c2ccccn2)cc(OC)c1OC	x	-0.5%	x	-20%	x	-14%	-3%	i	1%
CC1=C(C(=O)N2CCN(c3cccc(C(F)(F)F)c3)CC2)C2(CCCCC2)OC1=O	x	0.1%	x	x	x	u	6%	x	-7%
COc1cccc(CNC(=O)C(=O)NCC(c2ccco2)N2CCOCC2)c1 (centres undefined)	0%	0.0%	0.8	23%	i	5%	-1%	i	-3%
CCc1cccc(CC)c1NC(=O)COC(=O)/C(C#N)=C/c1ccc(OC)cc1	0%	-0.6%	-0.3	3%	i	-4%	-5%	i	-22%
Nc1ncnc(NCc2ccc(F)cc2)c1[N+](=O)[O-]	0%	-0.3%	-0.6	-6%	i	u	1%	i	11%
CCOc1ccccc1CNC(=O)CCc1cn(C)c2ccccc12	-2%	3.2%&4.3%	1.3	0%&0%	i	u	2%&6%	i	1%&-21%
CC(C)CCNC(=O)c1onc(CSc2ccccc2)c1C(=O)NCCC(C)C	x	1.7%	-5.0	3%	i	-5%	8%	i	-4%
COCCOC(=O)C1=C(C)NC(=O)NC1c1cn(-c2ccccc2)nc1-c1ccccc1 (centres undefined)	x	3.0%	x	13%	x	u	-4%	i	-1%
CCSc1nnc2c(n1)OC1(CCCC1)Nc1ccccc1-2	1%	-0.6%	-5.4	-9%	i	12%	-4%	u	-5%
Cc1noc(C)c1S(=O)(=O)NCCc1ccc(S(N)(=O)=O)cc1	2%	-0.5%	-0.2	5%	i	-9%	u	i	-2%
COc1ccc(NC(=O)CN(C)S(=O)(=O)c2ccc3c(c2)NC(=O)CS3)cc1	1%	-0.3%	-1.3	1%	i	u	5%	i	4%
Cc1c(NC(=O)/C(=C/c2cccs2)c2cccs2)c(=O)n(-c2ccccc2)n1C	-14%	-0.2%	-1.2	-3%	i	6%	-3%	i	25%
O=C(CSC1=NC(=O)C(Cc2ccccc2)C(=O)N1)Nc1ncc(Br)cc1Br (centres undefined)	1%	0.2%	-0.3	6%	i	15%	-11%	i	14%
Cc1nn(C)c(C)c1CCNC(=O)Nc1ccccc1C(F)(F)F	x	1.6%	x	0%	x	x	11%	i	-14%
CN(C)C(CNC(=O)c1cc(S(=O)(=O)N(C)c2ccc(F)cc2)ccc1Cl)c1ccco1 (centres undefined)	-6%	0.9%	-0.2	-24%	i	8%	-6%	i	-5%
CCOC(=O)c1cnc(-n2nc(C)cc2C)nc1N(C)C	0%	2.1%	-0.1	0%	i	-1%	4%	i	-8%
CCn1cc([N+](=O)[O-])c(C(=O)N2N=C(c3ccc4ccccc4c3)CC2c2ccccc2O)n1 (centres undefined)	1%	-0.4%	-1.9	14µM*	i	u	u	u	-75%
CCN(C(=O)c1cnc(N2CCN(c3ncccn3)CC2)c2ccccc12)c1cccc(Cl)c1	-1%	-0.1%	2.4	u	i	u	-4%	u	-38%
COc1cc(C(=O)NC23CC4CC(CC(C4)C2)C3)cc(OC)c1OC	0%	-1.0%	-0.8	-1%	i	-3%	12%	i	6%
CC(C)NC(=O)c1ccc(COCC(F)(F)F)cc1	1%	0.1%	1.3	-4%	i	11%	-5%	i	8%
CCc1ccccc1NC(=O)CCC(=O)OCC(=O)c1ccc(-c2ccccc2)cc1	-16%	0.5%	-0.1	-1%	i	19%	0%	i	-8%
O=[N+]([O-])c1cc(S(=O)(=O)Nc2ccc(Cl)cc2)ccc1N/N=C/c1ccncc1	1%	-0.4%	-4.2	u	i	u	-10%	i	1%
O=S(=O)(N/N=C/c1ccccc1OCc1ccc(Cl)cc1)c1ccccc1	0%	2.6%	-2.6	u	i	24%	-12%	i	-5%
Cc1ccc(S(=O)(=O)N2CCN(C(=O)c3ccco3)CC2)cc1C	2%	-0.3%	2.7	-3%	i	-30%	0%	i	-29%
NC(Cc1ccc(O)c([N+](=O)[O-])c1)C(=O)O (centres undefined)	-1%	-0.7%	-1.5	4%	i	19%	-6%	u	4%
